# Source: PubChem (National Center for Advancing Translational Sciences (NCATS))
# KDM5B inh: blocks human KDM5B histone demethylase activity; 220,000 tested, 2.6% active; KDM5B demethylase, FDH-coupled NADH fluorescence (FDH is formaldehyde dehydrogenase); AID 1347165; Potency, µM (highest dose often 57.7 µM), without a hit: top-dose activity change, negative = inhibition, hits mostly inhibitors; active = well fitted inhibition curve with a large enough effect; inconclusive = small, poorly fitted or top-dose-only effect; inactive = no such curve, though single readings can be large or run the other way; also: 0% is about no effect; nearly all actives have a fitted effect of over 70% in size
#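 Coupled FDH/NAD⁺ fluorescence readout. KDM5BΔAP 200 nM final; compound titration, 10 min RT preincubation; substrate mix 12.5 µM H3K4me3, 25 µM 2-OG, 50 µM Fe(II), 100 µM ascorbate, 0.25 mM NAD⁺, 0.25 U/mL FDH; ΔRFU over 30 min.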
# * hit, by the source's call; ? = inconclusive; [ ] = dose if it differs, or a comment. Potency is read from the fitted curve at half-maximal effect.
SMILES,KDM5B inh
COC(=O)C1=C(C)N(C2CCCC2)C(=O)C1(NC(=O)C1CC1)C(F)(F)F (stereo not drawn),-5%
CCCNc1c(NC(=O)c2ccc(CC)cc2)c(=O)oc2ccccc12,19%
COc1nccnc1NC1CCN(C(=O)NCc2ccc(F)cc2)CC1,28µM*
Cc1cc(O)c2c(CSc3nc(C)cc(C)c3C#N)cc(=O)oc2c1,-3%
O=C(NC1CCCCC1)C1CCN(CCCc2nc3ccccc3o2)CC1,11%
Cn1nc(-c2ccc(OCC(=O)N3CCOCC3)cc2)c2ccccc2c1=O,43%[activator]
COc1ccccc1OCCCn1c(C2CC(=O)N(c3ccc(F)cc3)C2)nc2ccccc21 (stereo not drawn),-22%
O=C(NCc1nnc2ccc(-c3ccccc3)nn12)c1ccccc1Cl,28µM*
COCCC1(NS(C)(=O)=O)CCN(C(=O)c2ccc(C)nc2)CC1,9%
Cc1cc(O)ccc1C1CCCCC1,-17%
CN(C)C(=O)c1ccnc2[nH]ccc12,126µM*
Cc1ccc(N=C2S/C(=C/c3cccc(OCC(=O)O)c3)C(=O)N2C)cc1C,6%
COc1ccc(C2c3ccc(O)cc3Oc3ncn4nc(COc5ccc(C)cc5)nc4c32)cc1OC (stereo not drawn),6%
CN(n1cnc2ccccc2c1=O)S(C)(=O)=O,20%
C/C=C/CN1C[C@@H](NC(=O)c2cccc(N(C)C)c2)C[C@H]1C(=O)NCC,?
O=C(NC1CCCCC1)C1CCC(CNS(=O)(=O)c2ccccc2)CC1 (stereo not drawn),-7%
CC(C)CN1C(=O)c2cccn2CC1C(=O)NCC1CCN(Cc2cccc(F)c2)CC1 (stereo not drawn),-43%
COc1ccc(C(=O)N2CC[C@@H]3COCCN(Cc4cccnc4)[C@@H]3C2)c(OC)c1,-29%
CCN(C(=O)CSc1nc2ccccc2n1Cc1ccc(F)cc1Cl)c1ccccc1,-4%
S=c1[nH]nc(C(c2ccccc2)C2CCCCC2)o1 (stereo not drawn),4%

# Compounds above that have an aryl thioether with sulfur outside any ring, in the order listed:
SMILES,KDM5B inh
Cc1cc(O)c2c(CSc3nc(C)cc(C)c3C#N)cc(=O)oc2c1,-3%
CCN(C(=O)CSc1nc2ccccc2n1Cc1ccc(F)cc1Cl)c1ccccc1,-4%

# Copied from the list:
# CCCNc1c(NC(=O)c2ccc(CC)cc2)c(=O)oc2ccccc12 in KDM5B inh reads 19%
# Cc1cc(O)ccc1C1CCCCC1 in KDM5B inh reads -17%

# Reprinted at random: two entries already listed.
SMILES,KDM5B inh
Cc1ccc(N=C2S/C(=C/c3cccc(OCC(=O)O)c3)C(=O)N2C)cc1C,6%
COC(=O)C1=C(C)N(C2CCCC2)C(=O)C1(NC(=O)C1CC1)C(F)(F)F (stereo not drawn),-5%

# Carrying on.
SMILES,KDM5B inh
CC(C)CCCC(C)NC(=O)Cn1nc(N2CCN(c3ccccc3)CC2)ccc1=O (stereo not drawn),21%
Cc1oc(-c2ccccc2)nc1C(=O)OCC(=O)NC(=O)NC1CCCC1,-10%
CC(=O)NC1=NN(C(C)=O)C(c2ccccc2OCc2ccccc2Cl)S1 (stereo not drawn),4%
Cc1ccc(-n2cc(CN3CCC(CCO)CC3)c(-c3cccc(C)c3)n2)cc1,?
Cc1ccsc1C(=O)OCC(=O)N1c2ccccc2NC(=O)C1(C)C,14%
CCN(CC)S(=O)(=O)c1ccc(C(C)NC(=O)c2nn(CC)c(=O)c3ccccc23)cc1 (stereo not drawn),10%
Cc1ccc(-c2nc(CC(=O)Nc3ccc4c(c3)C(=O)N3CCC[C@H]3C(=O)N4)cs2)cc1,-8%
CN1CCC2(Cc3ccccc3CN(C(=O)Cc3cccc(Cl)c3)C2)C1 (stereo not drawn),1%[115 µM]
Cc1ccc2c(c1)N1C(=O)OC[C@@H]1CCN(C)C2,74%[activator][115 µM]
COC(=O)c1ccccc1NC(=O)C1=CC(c2cccs2)=NS(=O)(=O)N1C,?
COCc1c(C(=O)N/N=C(\C)c2ccncc2)nnn1-c1nonc1N,?
C=CCOc1cccc(C(=O)N2CC[C@@](O)(C3CCOCC3)[C@H](C)C2)c1,18%
CCOC(=O)c1ccc(NC(=O)c2ccc3c(c2)c(C)c(C)n3Cc2ccc(F)cc2)cc1,?
Cc1ccc(C(C)C)c(OCC(=O)Nc2ccc(S(=O)(=O)Nc3onc(C)c3C)cc2)c1,?
Cc1ccccc1-n1c2nc(=O)[nH]c(=O)c-2cc2c(Cl)cccc21,?
COc1ccc(Cl)cc1NC(=O)CCC1CCCN(C(=O)c2ccnn2C)C1 (stereo not drawn),-21%
COCC(=O)N1CCN(C(=O)Cc2ccc(N3CCCC3=O)cc2)CC1,10%
CCc1cc(CN(C)C(=O)c2oc3cc(OC)ccc3c2C)on1,-21%
O=C(CCC1NC(=O)N(CCc2c[nH]c3ccc(F)cc23)C1=O)NC1CC1 (stereo not drawn),-9%
Cc1c(-c2ccccc2)oc2c(C(=O)NC(C)C3CC3)cccc2c1=O (stereo not drawn),0%
O=C1NC2(CCCN(C(=O)c3ccc(C(F)(F)F)cc3)C2)COc2ccccc21 (stereo not drawn),?
COC[C@]1(O)CCN(C(=O)c2ccccc2C(F)(F)F)CC1(C)C,13%
CCOc1ccccc1NC(=O)NCCc1ncc(C)n1CCOC,14%
Cc1nn(CC(=O)Nc2ccc3c(c2)nc(CCNC(=O)C2CCCC2)n3C)c(=O)c2ccccc12,24%
CCOc1ccc(-n2nc(C(=O)Nc3ccc(C(F)(F)F)cc3)c3ccccc3c2=O)cc1,-3%
O=S(=O)(Cc1ccccc1)N1CCCC(Cc2noc(-c3cnccn3)n2)C1 (stereo not drawn),13%
CCOC(=O)CCNC(=O)N1CCc2c(nc(-c3ccc(F)cc3)[nH]c2=O)C1,?
Cc1ccc2c(C)c(CCC(=O)N3CCC(C(=O)N4CCCCC4)CC3)c(=O)oc2c1,-23%
COCc1noc([C@@H]2CN(Cc3ccccc3F)C[C@H]2COC)n1,-9%
Cc1ccc(/C=N/Nc2ccc(Cl)nn2)cc1,-4%
Cc1cc(C)c(NC(=O)Cn2c(=O)n(Cc3ccc4c(c3)OCO4)c(=O)c3ccc(C(=O)NC4CCCCC4)cc32)c(C)c1,0%
O=C(NC(C(=O)NCc1ccccc1)C1CCN(C(=O)c2ccc(F)cc2)CC1)c1ccccc1 (stereo not drawn),11%
O=C(NCCN1CCCCC1)[C@H]1C[C@@H](O)[C@H](O)[C@@H]2N=C(Nc3ccc4c(c3)OCO4)S[C@@H]21,5%
COc1ccc(OCC(=O)NC2CCN(c3cc(-c4ccccc4)[nH]n3)CC2)cc1,?
O=C(O)CC[C@@H]1CN(c2nnnn2-c2ccccc2)CC[C@@H]1N1CCOCC1,-20%
O=C(Nc1ccc(Cl)cc1Cl)c1cnn2c1CN(C(=O)c1cccnc1)CC2,34%[activator][115 µM]
CCN(C1CCOCC1)C1CN(C(=O)c2cccnc2)C1,20%
Cc1c(C(=O)N(Cc2nc3ccccc3c(=O)[nH]2)C(C)C)oc2ccc(Br)cc12,-25%
Cc1cccc(C(=O)NCc2nnc(SCC(=O)NC3CCCCC3)n2-c2ccccc2)c1,1%
C[C@@H](NC(=O)c1cnccn1)c1onc(-c2cccnc2)c1C(=O)O,-18%[86.2 µM]

# 7 compounds out of the list above, sorted by their value in KDM5B inh, lowest first.
Structure	KDM5B inh
O=C(O)CC[C@@H]1CN(c2nnnn2-c2ccccc2)CC[C@@H]1N1CCOCC1	-20%
COCc1noc([C@@H]2CN(Cc3ccccc3F)C[C@H]2COC)n1	-9%
Cc1ccc(/C=N/Nc2ccc(Cl)nn2)cc1	-4%
O=C(NC(C(=O)NCc1ccccc1)C1CCN(C(=O)c2ccc(F)cc2)CC1)c1ccccc1 (stereo not drawn)	11%
O=S(=O)(Cc1ccccc1)N1CCCC(Cc2noc(-c3cnccn3)n2)C1 (stereo not drawn)	13%
CCN(C1CCOCC1)C1CN(C(=O)c2cccnc2)C1	20%
Cc1nn(CC(=O)Nc2ccc3c(c2)nc(CCNC(=O)C2CCCC2)n3C)c(=O)c2ccccc12	24%

# Going on with the list.
SMILES,KDM5B inh
O=C(Nc1ccc(F)cc1F)c1cc(S(=O)(=O)N2CCCCC2)c[nH]1,-18%
COc1ccc(-c2noc(-c3ccc(S(=O)(=O)N(C)C)o3)n2)cc1,-11%
CCc1nc(N)c(C#N)c(-c2ccc(Br)s2)c1C,-12%
CCN(CC)CCOC(=O)c1ccc(NC(=O)CSc2cc(=O)n(CC)c3ccccc23)cc1,?
COc1ccc(-c2[nH]c3c(c2-c2c(-n4cccc4)n(C)c(=O)[nH]c2=O)c(=O)[nH]c(=O)n3C)cc1OC,1%
Cc1cc(=O)[nH]c2nnc(SCC(=O)Nc3ccc(OC(F)(F)F)cc3)n12,-29%
Cc1ccc(C)c(N2CCN(CCCNC(=O)c3cnn(-c4ccc(F)cc4)c3C3CCN(C(=O)OC(C)(C)C)CC3)CC2)c1,1%
O=C(c1ccc2c(=O)n(-c3ccccc3F)cnc2c1)N1CCOCC1,9%
O=C1N=C(N2CCOCC2)S/C1=C\c1ccccc1OS(=O)(=O)c1ccccc1,12%
CCCN1CCCCC12Cc1ccccc1CN(C(=O)c1c(C)noc1C)C2 (stereo not drawn),?
CCOC(=O)C(NC(=O)c1ccccc1Cl)(Nc1ccc(OC)cc1OC)C(F)(F)F (stereo not drawn),-9%
COc1ccc(OC)c(Nc2nc(-c3c(C)nc4ncccn34)cs2)c1,-4%
c1ccc2sc([C@H]3CCN(C4CCC4)C3)nc2c1,?
CCN(CC)C(=O)CN(C)Cc1ccc(=O)n(CC)c1,?
O=C(Cn1c(=O)n(Cc2ccc3c(c2)OCO3)c(=O)c2oc3ccccc3c21)Nc1ccccc1F,?
Cc1ccc2nc(C)c(C(=O)N(C)C(C)c3ccccc3)cc2c1 (stereo not drawn),10%
CC(C)CNC(=O)c1cc2cc(N(C)S(=O)(=O)c3ccc(Cl)cc3)ccc2s1,1%
Cc1noc(-c2cn(C3CCCN(C(=O)c4cccc(OC(F)(F)F)c4)C3)nn2)n1 (stereo not drawn),1%
CCN(CC)CCOC(=O)C(Cc1cccc2ccccc12)CC1CCCO1 (stereo not drawn),?
COc1ccccc1C(=O)N1CC(=O)Nc2ccc(C)cc2C1c1ccc(F)cc1 (stereo not drawn),19%
CCNc1c(NC(=O)Nc2cccc(OC)c2)c(=O)oc2ccccc12,13%
O=C(CSc1nnc(C2CCCCC2)n1-n1cccc1)Nc1ccccc1,14%
Cc1ccc(OCC(=O)NCC2Cn3cccc3C(=O)N2C)cc1 (stereo not drawn),-27%
COC(=O)C(N)C12CC3CC(CC(C3)C1)C2 (stereo not drawn),15%
COCCSc1nnc(NC(=O)C2CCN(C(=O)c3ccco3)CC2)s1,14%
Cc1cccc(OCCc2noc(C3CCCNC3)n2)c1 (stereo not drawn),62%[activator]
C=CCSc1nc2c(c(=O)[nH]c(=O)n2C)n1CCCC,-4%
CCCCC(=O)Nc1sc2c(c1C#N)CCC(C(C)(C)C)C2 (stereo not drawn),-4%
COc1ccc(C(=O)N2CCCC(Cc3nc(C4CCOCC4)no3)C2)cc1OC (stereo not drawn),-9%
CCN(CC)CCCNc1cc(-c2ccccc2)nc(C)n1,-16%
COc1ccc(S(=O)(=O)N2CCCCCC2)cc1NC(=O)c1ccccc1,220%[activator]
COC(=O)C(CNC(=O)c1ccc(F)cc1)Cc1ccc(F)cc1 (stereo not drawn),14%
O=C(NCc1ccc(Cl)nc1)c1cnn2c1CN(C(=O)c1ccccc1)CC2,5%[115 µM]
O=C(Cn1nnnc1-c1ccccc1F)Nc1ccc(F)c(F)c1,-6%
CCOC(=O)c1ccccc1NS(=O)(=O)c1c(-c2ccc(C)cc2)csc1C(=O)OC,?
Cc1ccc(OCC(=O)N2CCN(c3ncccn3)CC2)cc1,-7%
COc1ccc(C(=O)N2CCC3(CC2)N=C(c2ccc(Cl)cc2)NO3)cc1,32µM*
CCn1c(=O)c(-c2noc(C(=O)N3CCC(c4ccccc4)C3)n2)nn(-c2ccc(F)cc2)c1=O (stereo not drawn),?
Cc1ccc(Cl)cc1NC(=O)CN1C=NS(=O)(=O)c2ccccc21,-7%
O=C(CSc1nc(-c2ccccc2)cc(=O)[nH]1)Nc1ccccc1F,?
Cc1ccc(CN2CCCN(c3cccc(C(=O)N4CCCCCC4)c3)C2=O)cc1,6%
CN(CCn1ccnc1-c1ccc(CO)o1)S(C)(=O)=O,?
CNC(=O)CCS(=O)(=O)Cc1coc(-c2cccc(F)c2)n1,3%
C=CCNc1nc(C(=O)OCC(=O)N(c2ccccc2)C(C)C)cs1,9%
O=C1CCC2(C(=O)Nc3ccc(F)cc3F)CCCC=C2N1c1ccccc1 (stereo not drawn),-15%
Cc1ccc(C)c(CN2CCC(CNS(=O)(=O)c3csc(C(N)=O)c3)CC2)c1,-17%
O=C(CC1CCCN(c2cn[nH]c(=O)c2)C1)NCc1cccs1 (stereo not drawn),-14%
CCN(C(=O)c1cc2c(Cl)nc3ccccc3c2s1)c1cccc(Cl)c1,-10%
O=S(=O)(N[C@H]1CO[C@H]2[C@@H]1OC[C@@H]2n1nnnc1Oc1cccc(N2CCOCC2)c1)c1cccs1,-4%
CC(C)(C)C(=O)NNC(=O)c1ccc(Oc2cc(Cl)cc(Cl)c2)o1,-9%
O=C(NCCO)c1cc(-c2ccc(Cl)cc2)nc2ccccc12,?
COC(=O)C1=C(C)NC2=C(C(=O)CCC2)C1c1ccsc1 (stereo not drawn),?
CCOC(=O)C1CCN(C(=O)Cn2c(=O)cc(C)c3c(C)nn(C)c32)CC1,-21%
COc1ccc(C)cc1CN1CCN(C(=O)Nc2cccc(C)c2)CC1,13%
CCCc1nc2ccccc2n1CC(O)c1cccc(Br)c1 (stereo not drawn),0%
CCC1CCCCN1CCCNC(=O)CN1C(=O)c2cccnc2Oc2ccc(C)cc21 (stereo not drawn),6%
Cc1ccc(Cn2cc(/C=C(/C#N)C(=O)Nc3cccc(Cl)c3)c3ccccc32)cc1,-15%
Cc1ccccc1CNC(=O)c1nnn2c1COC(c1ccc(Cl)cc1)C2 (stereo not drawn),-12%

# A portion of the library, so the mix of outcomes need not match the whole.
